KLK5 inh: kallikrein 5 (human) inhibition | recombinant hK5, fluorogenic AMC substrate cleavage | hit rate 0.59% among 210,000 | inhibition, % at 5 µM;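 active = inhibition of 40% or more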;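 note: 0% = enzyme controls without compound and 100% = no-enzyme blanks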
Furin inh: blocks human furin protease activity. P09958. purified furin, fluorogenic substrate cleavage. inhibition, % at 30 µM. hit rate 0.061% among 220,000; in the data active = inhibition above about 25%; note: inactives centre near -15
FXIIa inh: blocks human coagulation factor XIIa protease activity; inhibition, % at 5 µM; P00748; hit rate 0.3% among 220,000; AID 800; purified FXIIa, Boc-QGR-AMC fluorogenic substrate, 2 h; in the data active = inhibition above about 40%;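 note: 0% = enzyme with no compound and 100% = blank without enzyme; many of its hits are not listed in these tables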
Rad51 HR inh: blocks human Rad51 in homologous recombination | Q06609 | hRad51 DNA strand exchange, fluorescence dequenching | inhibition, % at 10 µM | hit rate 0.085% among 200,000 | AID 1385;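 active = inhibition above 40% at the single screening dose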;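 note: 0% = DMSO control wells and 100% = blanks with heterologous ssDNA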
Target sequence (Q06609 whole entry, looked up): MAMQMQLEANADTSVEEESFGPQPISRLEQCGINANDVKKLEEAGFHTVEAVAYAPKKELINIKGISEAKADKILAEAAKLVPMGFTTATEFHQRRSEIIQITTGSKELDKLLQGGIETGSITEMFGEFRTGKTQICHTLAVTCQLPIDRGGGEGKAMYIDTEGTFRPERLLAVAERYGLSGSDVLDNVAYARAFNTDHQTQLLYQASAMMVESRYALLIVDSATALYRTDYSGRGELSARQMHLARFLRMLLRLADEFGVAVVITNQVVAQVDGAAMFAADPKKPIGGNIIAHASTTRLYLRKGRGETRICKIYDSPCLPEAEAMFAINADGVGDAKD
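Test system: preformed human Rad51 ssDNA filaments; also added: Donor/quencher-labelled 47-bp dsDNA substrate; doses: 10 µM final, single point; times: 37 °C 15-min filament assembly, 30-min compound preincubation, 15-min exchange; detection: FRET fluorescence dequenching, excitation 485 nm, emission 520 nm; read-out basis: Fluorescence-based percent inhibition, control- and blank-normalised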
FXIa inh: inhibitors of human coagulation factor XIa; P03951; purified FXIa, Boc-Glu-Ala-Arg-AMC fluorogenic substrate; inhibition, % at 5 µM; hit rate 0.14% among 220,000; AID 798;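 active = inhibition of at least 40%; inactive = inhibition below 40%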;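 note: fluorescence of freed AMC excited at 355 nm; 0% = enzyme without compound and 100% = no enzyme blank; many of its hits are not listed in these tables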
Target sequence (P03951 19-387 limits assumed): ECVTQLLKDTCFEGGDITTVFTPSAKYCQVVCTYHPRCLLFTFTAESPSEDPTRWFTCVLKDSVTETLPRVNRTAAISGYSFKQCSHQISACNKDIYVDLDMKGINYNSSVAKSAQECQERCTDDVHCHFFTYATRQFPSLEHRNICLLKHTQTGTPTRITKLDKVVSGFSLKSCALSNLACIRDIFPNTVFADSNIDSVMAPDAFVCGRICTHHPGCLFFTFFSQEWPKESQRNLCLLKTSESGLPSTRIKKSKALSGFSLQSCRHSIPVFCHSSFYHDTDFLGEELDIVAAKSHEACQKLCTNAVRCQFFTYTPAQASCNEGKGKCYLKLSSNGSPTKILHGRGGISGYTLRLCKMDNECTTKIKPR
Target sequence (P03951 388-625 limits assumed): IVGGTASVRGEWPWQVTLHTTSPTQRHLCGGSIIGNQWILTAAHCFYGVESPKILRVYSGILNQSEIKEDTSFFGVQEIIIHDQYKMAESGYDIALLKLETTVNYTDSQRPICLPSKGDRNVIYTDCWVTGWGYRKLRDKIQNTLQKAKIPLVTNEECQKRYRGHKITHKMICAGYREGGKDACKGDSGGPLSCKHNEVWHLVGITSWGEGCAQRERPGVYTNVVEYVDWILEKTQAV
m-calpain inh: calpain II (pig) inhibition | purified calpain II, fluorogenic peptide substrate, 30 min | inhibition, % at 16 µM | hit rate 0.37% among 220,000 | AID 1236;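 active = inhibition above about 50%, limit read from the data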
PERK inhibitor: inhibitors of human PERK kinase. hit rate 0.17% among 220,000. CHO PERK-DD fusion, SEAP luminescence translation reporter. AID 1416. Q9NZJ5. inhibition, % at 5.6 µM;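 active = inhibition above the mean inhibition of all tested compounds plus 3 SD, set separately per screening campaign, cut at about 2.9% in these data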;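 note: PERK kinase domain activated by AP20187 dimerizer at 100 nM; 0% = DMSO with dimerizer and 100% = rapamycin at 8.4 µM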
Thrombin inh: thrombin (human) inhibition | alpha-thrombin, Boc-VPR-AMC fluorogenic substrate cleavage | AID 1046 | P00734 | inhibition, % at 5 µM | hit rate 0.26% among 220,000;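 active = inhibition at or above 40%; inactive = inhibition below 40%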;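 note: 0% = enzyme with no compound and 100% = wells without enzyme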
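Material: human alpha-thrombin enzyme / Medium: pH 7.5 Tris (50 mM) with NaCl 150 mM, Tween 20 0.05% / Compound: single-point dosing at 5 µM, 0.2% DMSO / Incubation: enzyme reaction carried out at room temperature / Detection: AMC fluorescence, 355/460 nm / Read-out basis: percent inhibition scaled between no-compound controls and no-enzyme blanks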
Cl transport mod: KCC2 (human) Cl- transport modulation; Q9H2X9; KCC2 cells, thallium flux FluoZin-2 fluorescence; B-score of Tl+ flux slope (higher = more flux/activation; lower = inhibition) at 10 µM; hit rate 2.2% among 190,000;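 active = thallium flux slope and its plate-corrected score both differing from the plate sample mean at a set confidence after two filtering rounds, in either direction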;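 note: slope of fluorescence scaled to starting intensity during 10 to 20 s after thallium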
Active calls of the source: *; i = inactive; x = not tested or not shown; [ ] = another dose, or the depositor's remark. The list is partial (hit frequency here may not be typical).

item	Molecule	KLK5 inh	Furin inh	FXIIa inh	Rad51 HR inh	FXIa inh	m-calpain inh	PERK inhibitor	Thrombin inh	Cl transport mod
1	O=c1oc(Nc2cccc(F)c2)nc2ccccc12	-9	-2	16	1	-3	14	1.0	0	x
2	COc1ccc(CCC(C)NCC2CCCCC2)cc1 (stereo unspecified)	-3	-7	4	-1	-3	-9	0.4	3	1.6
3	Cc1c(Br)c([N+](=O)[O-])nn1C(C)C(=O)NCc1ccco1 (stereo unspecified)	-7	-3	12	-7	4	15	0.7	-8	1.9
4	CC1(c2ccccc2)CC(C)(C)N2C(=O)C(=O)c3cccc1c32 (stereo unspecified)	-3	-14	5	-2	-5	-17	-0.5	-12	-0.62
5	CC1=C(C#N)c2nc(N)c(C#N)c(C)c2/C1=C\c1ccc(-c2ccccc2C(=O)O)o1	4	-19	x	7	13	-62	1.3	9	0.57
6	Cc1ccc(S(=O)(=O)NC(C)C(=O)Nc2cccc([N+](=O)[O-])c2)cc1 (stereo unspecified)	4	-4	6	-14	2	19	-0.8	-5	-1.6
7	CCCCn1c(C)cc(/C=C(\C#N)C(=O)O)c1C	-17	4	12	-6	10	-5	0.8	-7	-0.037
8	Cc1cc(C)nc(/N=C(\N)N2CCCCCC2)n1	-8	-21	5	1	-2	-18	-0.3	-6	-0.23
9	COc1ccc(/C=C/c2c([N+](=O)[O-])c(=O)n(C)c(=O)n2C)cc1	x	-16	5	x	-2	16	0.7	-4	0.31
10	Cc1cccc(C)c1OCC(=O)N(Cc1cccs1)C1CCS(=O)(=O)C1 (stereo unspecified)	-4	-12	2	x	2	14	-1.6	-1	-0.33
11	CN(c1ccccc1)c1nc2ccsc2c(=O)s1	8	-16[20 µM]	6	3	7	7	0.9	-1	-1.7
12	O=C(CN1CCN(CCN2C(=O)c3cccc4cccc(c34)C2=O)CC1)c1ccc(F)cc1	-12	-25[20 µM]	17	-3	3	-88	-0.4	-8	x
13	O=C(Nc1cc(Cl)ccc1Oc1ccccc1)c1ccc(F)cc1	-5	-14	5	-5	5	8	0.5	-10	0.4
14	COc1ccc(CCNC(=O)CN2C(=O)c3cccc4cccc(c34)C2=O)cc1OC	-11	-16	7	-3	-3	-16	0.2	-5	-0.093
15	O=C(c1ccc2ccccc2c1)N1CCN(c2ccccc2)CC1	7	-22[20 µM]	5	2	-9	32	0.3	-4	0.1
16	Cc1cc(=O)n(CC(=O)Nc2cc(Cl)ccc2C)c(C(C)C)n1	-3	-9	2	2	-4	10	0.4	-16	-0.22
17	Cc1ccc(-n2c(C)nn(CC3CC3)c2=O)cc1	-22	-26	-10	6	-7	23	1.6	3	-0.19
18	Cn1c(N)c(C(=O)COC(=O)c2cc(-c3ccco3)nc3ccccc23)c(=O)n(Cc2ccccc2)c1=O	-24	-18	15	x	10	-170	-0.3	2	0.13
19	O=C1c2cccc(OCC(=O)N3CCCc4ccccc43)c2CCN1Cc1ccc(Br)cc1	1	-11	7	-7	7	10	-0.7	-4	-0.3
20	Cc1oc(CC(C)C)cc1C(=O)Nc1cccc2ccccc12	-1	-10[20 µM]	4	-1	-3	18	0.2	1	0.54
21	O=C(c1ccc(Br)o1)N(Cc1ccccc1)c1ccccn1	6	-22[20 µM]	1	-1	-9	11	-0.6	-4	0.29
22	CCOC(=O)Cc1nnc(Nc2ccc(C(=O)NC)cc2)c2ccccc12	3	-9	9	x	4	1	0.7	-4	0.0046
23	Cc1cc(C)n(-c2nnc(C)n2/N=C/c2ccccc2OCc2ccccc2Cl)n1	-14	0	17	-2	6	-22	0.0	5	2.7
24	COc1ccc(CNC(=O)c2ccccc2NS(C)(=O)=O)cc1	x	-6	6	x	-4	-90	-0.6	-7	1.5
25	COc1cccc2c1C(=O)c1ccc3ccccc3c1C2=O	-11	-9[20 µM]	15	4	-3	-37	0.4	3	-0.037
26	CC(=O)c1cccc(NC(=O)CN2C(=O)NC3(CCCCCCC3)C2=O)c1	-5	-27	-10	2	-1	15	0.5	-2	0.39
27	CCN(CC)CCCN(Cc1cc2cc3c(cc2[nH]c1=O)OCO3)C(=O)Nc1ccccc1OC	4	-21	9	8	1	-42	0.3	2	-0.019
28	CCOC(=O)C1(CCCc2ccccc2)CCN(C(=O)CN2CCOC2=O)CC1	x	-4	6	-5	0	-8	-0.5	-8	-1.6
29	COc1ccc2c(c1)C(=O)CC(O)(C(F)F)O2 (stereo unspecified)	-1	-18	2	x	0	51*	2.8	-5	0.41
30	Cn1c(=S)n(CCC(=O)O)c2ccccc21	-10	-9	1	11	-4	-28	1.0	-15	2.7
31	CSc1ccccc1NC(=S)Nc1ccc(S(N)(=O)=O)cc1	x	-11	13	12	5	2	1.1	4	3*
32	CCC1CCCCN1C(=O)CCn1ccnc1 (stereo unspecified)	-21	-28	1	-7	-20	-5	0.8	-1	0.44
33	COc1ccc(-n2nc(C(=O)NCC(=O)Nc3ccccn3)c3ccccc3c2=O)cc1	21	-5[20 µM]	10	-11	-5	i	-0.2	5	0.037
34	O=C(CCn1nc(-c2ccccc2)c2ccccc2c1=O)Nc1cccnc1	1	-20	6	2	0	-15	-0.4	-8	0.068
35	Cc1ccc(N2C(=O)CC(Sc3cccs3)C2=O)cc1 (stereo unspecified)	-5	-13	4	10	-2	-12	-0.5	0	0.26
36	CCCCc1cc(=O)oc2cc(OCc3cc(OC)c(OC)c(OC)c3)c(Cl)cc12	-7	-19[20 µM]	3	0	-2	-57	-1.7	-2	0.081
37	Cc1ccc(S(=O)(=O)C(C#N)c2nc3ccccc3nc2N2CC(C)OC(C)C2)cc1C (stereo unspecified)	-24	-7	18	-6	17	-53	0.7	0	x
38	O=C(NCc1ccco1)c1ccc(CS(=O)(=O)Cc2ccc(F)cc2)o1	4	2	10	-5	-6	-14	-0.3	-6	-0.011
39	CCC1CCCCN1C(=O)CSc1nc2c([nH]c3ccccc32)c(=O)n1C (stereo unspecified)	-10	-18[20 µM]	15	-2	9	-1	-1.2	2	-1.6
40	COc1nc(Oc2ccc(C(=O)O)cc2)nc(Oc2ccc(C(=O)O)cc2)n1	5	-17[20 µM]	14	3	4	-14	1.5	-1	0.45
41	COc1ccc(NC(=O)c2ccc3snnc3c2)cc1	-3	-21[20 µM]	10	0	6	-8	-0.1	-1	-0.97
42	CCOC(=O)N1CCN(S(=O)(=O)c2ccc3[nH]cc(C(=O)O)c(=O)c3c2)CC1	-25	-16	12	-1	2	-34	1.1	4	-0.21
43	O=c1oc2ccccc2cc1-c1cn2ccccc2n1	-5	-13	1	8	-7	-186	0.2	-15	-0.066
44	COC(=O)c1cc(OC)c(OC)cc1NC(=O)c1ccccc1	11	-13	6	x	-9	-93	0.4	-5	-0.81
45	O=C(/C=C/c1ccc(Br)cc1)Nc1ccc(S(=O)(=O)Nc2ncccn2)cc1	-1	-22	4	x	-2	-16	-0.6	0	0.57
46	O=c1[nH]c(-c2ccc(O)cc2)nc2scc(-c3cccs3)c12	-9	-11	1	1	-5	-40	1.0	0	-0.16
47	O=C(CCSc1nnc2ccc3ccccc3n12)Nc1ccc(F)cc1	-30	-25[20 µM]	7	-3	-14	-91	1.3	-6	-0.17
48	CCSc1nc(O)c(CC)c(=O)n1C(C)CC (stereo unspecified)	-7	-21[20 µM]	1	3	-3	30	0.0	-9	-0.68
49	c1ccc2c(Nc3nnc(-c4ccncc4)s3)cccc2c1	-3	0[20 µM]	23	-6	4	-1	0.1	6	x
50	Cc1ccc(NC(=O)Nc2nnc(Cc3ccc([N+](=O)[O-])cc3)s2)cc1C	-7	-18	14	-3	2	4	0.4	-3	0.62
51	Cc1occc1-c1nnc(SCC(=O)Nc2nccs2)n1CCc1ccccc1	0	-8	2	10	3	17	-1.4	-5	-0.93
52	O=C(c1cc([N+](=O)[O-])ccc1N1CCN(S(=O)(=O)c2ccc(Cl)c(Cl)c2)CC1)N1CCOCC1	-9	-1	17	1	4	18	-0.3	-3	-0.43
53	Cc1ccc2nc(SCc3nnc(-c4ccccc4Br)o3)[nH]c2c1	8	5[20 µM]	-8	-5	-7	-27	-0.5	-6	-1.2
54	Cc1nn(C)c(C(=O)N/N=C/c2ccc(C(F)(F)F)cc2)c1[N+](=O)[O-]	-10	-16	10	x	3	-1	0.7	-6	-0.14
55	Cn1cccc1/C=C1\SC(=S)N(NC(=O)c2ccc(F)cc2)C1=O	5	-23	13	-79	-1	16	-0.2	3	-2
56	COC(=O)C1=C(C)N=c2s/c(=C/c3cccs3)c(=O)n2C1c1cccs1 (stereo unspecified)	-4	-22	17	-2	1	9	0.1	0	x
57	N#C/C(=C\c1ccc2c(c1)OCO2)C(=O)NCc1ccco1	0	-25	8	-4	0	-46	0.5	0	0.95
58	CCCOc1ccc(/C=c2\sc3ncnn3c2=O)cc1	9	-9	10	0	-2	26	-0.4	4	0.013
59	Cc1ccc(N(CC(=O)NC2CCCCCC2)S(=O)(=O)c2c(C)nn(C)c2C)cc1	0	-17	4	2	2	10	0.0	2	x
60	Cc1c(NC(=O)/C(C#N)=C/c2ccc(-c3cccc(Cl)c3)o2)c(=O)n(-c2ccccc2)n1C	-10	-2	10	-18	7	17	-0.8	-3	-4
61	CCn1nc(C)c(NC(=O)/C=C/c2ccc(OC)c(COc3ccc(Cl)cc3Br)c2)c1C	-11	-18[20 µM]	6	x	-2	15	-1.8	-4	0.21
62	CCOC(=O)C1(c2nc(N)cs2)COC(=O)C1 (stereo unspecified)	3	-12	1	-4	-2	17	1.1	-4	-0.55
63	Cc1ccc2nc(SCC(=O)NCc3ccco3)[nH]c2c1	-28	-4[20 µM]	8	x	-8	-127	-1.0	0	1.3

In a second layout: results already given
Each structure is followed by: KLK5 inh	Furin inh	FXIIa inh	Rad51 HR inh	FXIa inh	m-calpain inh	PERK inhibitor	Thrombin inh	Cl transport mod
36) CCCCc1cc(=O)oc2cc(OCc3cc(OC)c(OC)c(OC)c3)c(Cl)cc12
  -7	-19[20 µM]	3	0	-2	-57	-1.7	-2	0.081
37) Cc1ccc(S(=O)(=O)C(C#N)c2nc3ccccc3nc2N2CC(C)OC(C)C2)cc1C (stereo unspecified)
  -24	-7	18	-6	17	-53	0.7	0	x
38) O=C(NCc1ccco1)c1ccc(CS(=O)(=O)Cc2ccc(F)cc2)o1
  4	2	10	-5	-6	-14	-0.3	-6	-0.011
39) CCC1CCCCN1C(=O)CSc1nc2c([nH]c3ccccc32)c(=O)n1C (stereo unspecified)
  -10	-18[20 µM]	15	-2	9	-1	-1.2	2	-1.6
40) COc1nc(Oc2ccc(C(=O)O)cc2)nc(Oc2ccc(C(=O)O)cc2)n1
  5	-17[20 µM]	14	3	4	-14	1.5	-1	0.45
41) COc1ccc(NC(=O)c2ccc3snnc3c2)cc1
  -3	-21[20 µM]	10	0	6	-8	-0.1	-1	-0.97

Copied from the list:
FXIIa inh result of Cc1ccc(N2C(=O)CC(Sc3cccs3)C2=O)cc1 (stereo unspecified) reads 4
Thrombin inh result of Cc1oc(CC(C)C)cc1C(=O)Nc1cccc2ccccc12 reads 1
